GSIS activator: primary screen for activators of insulin secretion dependent on glucose, INS-1E cells, GLuc reporter luminescence; INS-1E GLuc reporter insulin secretion, 2-3 h; 0.61% of 370,000 active; activation, % at 16.6 µM;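 active means lowest replicate activation of at least 40%, so every replicate reaches that level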;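 further: 0% = median of neutral control wells and 100% = median of IBMX positive control wells; some compounds called inactive have numbers as strong as hits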
Cneo AK release: causes C. neoformans cell lysis. adenylate kinase release luminescence, 4 h; normalised: neutral wells 0, clomiphene wells 100. lysis activity, % at 15 µM. 0.2% of 360,000 active. AID 651654;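 active means mean lysis activity across replicates of at least 80%, whatever share of replicates individually reach that level; inactive means mean lysis activity below 80%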
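Assay system: C. neoformans cells. Amount: yeast cell density of 5 × 10^6 cells/mL. Technique: AK luminescence. Buffer or medium: YPD. Times: static 4 h at 37 °C with compound, 1 h detection. Dosing: single-point compound dose. Read-out: lysis from increased AK signal.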
PglD inh: blocks C. jejuni PglD acetyltransferase activity | purified PglD enzyme, DTNB colorimetric CoA detection | inhibition, % at 12.5 µM | 0.098% of 360,000 active; in the data active means inhibition above about 16%, passing the limit was not always enough; inconclusive means no clear call, values can overlap the other calls; further: strong numbers were not always called active
ARNT-TACC3 inh: ARNT/TACC3 interaction disruption; AlphaScreen His-ARNT PAS-B/GST-TACC3 binding, luminescence; TACC3 fragment carries E629A point mutation; inhibition, % at 9.99 µM; 0.66% of 390,000 active; AID 623870;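 active means mean inhibition of replicates at least 50% and at least half of replicates each reaching 50%; inconclusive means half or more replicates reach 50% but mean below 50%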;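 further: 0% = complete ARNT plus TACC3 wells and 100% = ARNT alone without TACC3; many hits fall short of the cut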
Statin myotox sup: protects C2C12 myotubes from simvastatin toxicity; ATP luminescence, 48 h; scaled: DMSO 0, geranylgeraniol control 100; rescue of ATP level, % at 7.49 µM; 0.78% of 330,000 active;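 active means mean ATP rescue above about 67%, or every replicate alone reaching that limit, limit read from the data, passing the limit was not always enough; inconclusive means no clear call, values can overlap the other calls; inactive means mean under the limit and some replicate under it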;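 further: myotubes were challenged with 10 µM simvastatin during compound exposure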
LGR2 antag: blocks bursicon-induced cAMP signaling via Drosophila LGR2 | 0.35% of 380,000 active | HEK293 LGR2, CRE-luciferase, bursicon-stimulated, 4 h | AID 720647 | inhibition, % at 9.99 µM;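 active means drop in luminescence signal, shown as inhibition above about 50% in the replicate tests, limit read from the data, passing the limit was not always enough; inconclusive means probably only some replicates passing the limit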;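 further: agonist challenge used bursicon conditioned medium at about half maximal strength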
PGC1a acetyl inh: PGC1a acetylation modulation, inhibitor mode; inhibition, % at 15.6 µM; 0.17% of 350,000 active; AID 651687; U2OS PGC1a acetylation, AlphaScreen anti-acetyl-lysine; with virally co-expressed GCN5 acetyltransferase;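 active means every replicate shows inhibition of at least 40%; inconclusive means mean inhibition at least 40% but some replicate below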;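 further: 0% = neutral control wells and 100% = positive control wells; some results beyond the cut were filed as inactive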
PAX8 inh HTS: PAX8 transcriptional activity inhibition; 1.2% of 360,000 active; AID 652154; RMG-I TPO-luciferase reporter, SteadyGlo, 24 h; inhibition, % at 12.6 µM;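 active means mean replicate inhibition at least 60% with every replicate also reaching 60%; inconclusive means only one of the two criteria is met; inactive means mean below 60% and not all replicates reaching 60%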;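 further: luciferase light reporting Pax8 driven TPO promoter activity; plate controls were median of neutral control wells for no effect and mitoxantrone controls for full effect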
Numbers without * were called inactive; ? = inconclusive; nt = not tested or not shown.

SMILES	GSIS activator	Cneo AK release	PglD inh	ARNT-TACC3 inh	Statin myotox sup	LGR2 antag	PGC1a acetyl inh	PAX8 inh HTS
CCCCC1=CC2=C(c3ccco3)C(=O)C(C)(OC(=O)c3ccc(OC)cc3)C(=O)C2=CN1CCN1CCOCC1 (stereo not drawn)	nt	21	3	-1	0	nt	5	nt
C[C@@H]1CN([C@@H](C)CO)C(=O)c2cc(NS(=O)(=O)c3ccc(F)cc3)ccc2O[C@@H](C)CCCCO[C@@H]1CN(C)S(=O)(=O)c1ccccc1	-51	0	-1	-7	nt	2	-8	23
O=C(Cn1cnc2ccccc2c1=O)c1ccc2ccccc2c1	-2	-1	-1	10	0	-19	-1	nt
C#CCOCCOCCOCCNc1nc(N2CCN(C(=O)CCCCCCCCCCNC(=O)Cn3cc(CCCCCN)nn3)CC2)nc(N2CCN(C(=O)CCCCCCCCCCNC(=O)[C@H]([C@@H](C)CC)n3cc(CCCCCN)nn3)CC2)n1	nt	5	2	18	-246	nt	-19	nt
CCN(CC)c1ccc(C(=C2C=CC(=[N+](CC)CC)C=C2)c2ccc(N(CC)CC)cc2)cc1	nt	-3	5	50*	-362	nt	83*	113*
C[C@@H]1CN([C@@H](C)CO)C(=O)Cc2cc(NC(=O)Cn3cnnn3)ccc2O[C@H]1CN(C)S(=O)(=O)c1ccc(F)cc1	21	-2	2	7	37	-4	3	-8
COCC(=O)N1CC2(CCN(Cc3nccs3)CC2)c2c(n(C)c3cc(OC)ccc23)[C@H]1CO	1	nt	nt	nt	nt	-4	1	-10
C[C@H]1CN([C@@H](C)CO)C(=O)Cc2cc(N(C)C)ccc2O[C@@H]1CN(C)Cc1ccc(C(=O)O)cc1	-7	41	-2	0	-41	20	5	-5
CN(C1CCCCC1)S(=O)(=O)c1cccc2nsnc12	15	-1	1	10	8	-4	-23	-14
Cc1noc(C)c1NC(=O)N(C)C[C@@H]1OCc2ccccc2-c2ccccc2C(=O)N([C@@H](C)CO)C[C@H]1C	1	-1	-2	26	nt	-10	6	-15
O=C(NC1CCC1)[C@H]1[C@H](CO)[C@H]2Cn3c(ccc(-c4ccccc4F)c3=O)[C@@H]1N2C(=O)CC1CC1	3	-4	3	-12	-20	3	nt	nt
OC(CCN1CCCCC1)c1ccc(-c2ccccc2)cc1 (stereo not drawn)	23	-1	-1	2	4	-12	nt	-10
Cc1cc(C(=O)COC(=O)/C=C/c2ccc(F)cc2)c(C)n1C	-9	0	5	-5	-1	-13	nt	2
CCOc1ccccc1-c1cc(-c2ccccc2)nc2c1c(=O)n(C)c(=O)n2C	nt	-2	nt	-1	7	nt	4	-3
O=C(O)CC/C(=C\c1ccccc1[N+](=O)[O-])c1nc2ccccc2s1	36	3	-3	-3	11	-37	4	16
O/N=C(/Cc1ccccn1)c1ccccc1	30	1	-2	-4	11	6	8	nt
CCOC(=O)C1(Cc2cccc(F)c2)CCN(C(=O)C2CCC2)CC1	-6	nt	nt	-9	nt	-2	nt	-20
CCCOc1ccc(NCC(=O)Nc2ccc(C)cc2C)cc1	nt	-2	3	-11	9	nt	1	-5
Cc1cc(-c2[nH]nc3c2C(c2ccsc2)C(C#N)=C(N)O3)c(C)s1 (stereo not drawn)	-13	nt	nt	3	nt	34	8	nt
O=C1N(Cc2ccccc2)c2ccccc2C12OCCO2	0	-2	3	2	29	-8	-5	-14
CCOC(=O)C1(C)CCCCCN1C(=O)c1ccc(Cl)nc1 (stereo not drawn)	-1	4	0	nt	-7	18	4	-16
CCCC[n+]1c(C)sc2cc(OC)ccc21	1	nt	nt	5	nt	-7	-7	9
CCc1cnc(N2[C@@H](C#N)[C@@H](c3ccc(C#CC(C)C)cc3)[C@@H]2CO)s1	-4	0	5	16	-57	-5	-7	113*
C/C=C/c1ccc([C@@H]2[C@@H](CN(C)C(=O)CC)N(S(C)(=O)=O)[C@H]2CO)cc1	3	0	1	1	4	-14	9	-14
C/C=C/c1cnc2c(c1)C(=O)N([C@H](C)CO)C[C@@H](C)[C@H](CN(C)C(=O)NC1CCCC1)O2	18	0	1	-10	3	-6	-1	nt
COC(=O)c1ccc(NC(=O)C(=O)N2CCN(C(=S)Nc3ccc(OC)cc3)CC2)cc1	-14	-2	2	3	nt	-5	nt	-21
O=C(Nc1cccc2ncccc12)c1ccc(-c2ccc(Cl)cc2Cl)o1	31	-1	1	nt	-1	nt	-9	nt
CC(C)C(NC(=O)c1ccccc1NC(=O)c1ccccc1)C(=O)NCCCn1ccnc1 (stereo not drawn)	nt	-2	0	6	-5	nt	-5	nt
COc1ccc(NC(=O)COC(=O)c2ccc(S(=O)(=O)N(C)c3ccccc3OC)cc2)cc1OC	-25	nt	nt	3	nt	8	nt	-2
C[C@H]1CN([C@@H](C)CO)C(=O)c2cccc(NC(=O)Nc3cccc4ccccc34)c2O[C@H]1CN(C)S(=O)(=O)c1cn(C)cn1	-5	5	3	nt	32	-18	9	nt

Reformatted: two of the compounds above.
Under each structure – GSIS activator	Cneo AK release	PglD inh	ARNT-TACC3 inh	Statin myotox sup	LGR2 antag	PGC1a acetyl inh	PAX8 inh HTS
> O=C(NC1CCC1)[C@H]1[C@H](CO)[C@H]2Cn3c(ccc(-c4ccccc4F)c3=O)[C@@H]1N2C(=O)CC1CC1
→ 3	-4	3	-12	-20	3	nt	nt
> OC(CCN1CCCCC1)c1ccc(-c2ccccc2)cc1 (stereo not drawn)
→ 23	-1	-1	2	4	-12	nt	-10

Carrying on.
SMILES	GSIS activator	Cneo AK release	PglD inh	ARNT-TACC3 inh	Statin myotox sup	LGR2 antag	PGC1a acetyl inh	PAX8 inh HTS
O=C(C[C@H]1C[C@H]2c3cc(NC(=O)c4cccnc4)ccc3O[C@H]2[C@H](CO)O1)NCc1ccccc1	-1	2	2	-5	9	9	-5	2
Cc1ccc(S(=O)(=O)N(C)C[C@@H]2OCCCC[C@H](C)Oc3ccc(NS(=O)(=O)c4ccc(F)cc4)cc3C(=O)N([C@@H](C)CO)C[C@H]2C)cc1	9	1	-2	9	-14	21	-2	15
CN(C)c1nc(Nc2ccc(Cl)c(Cl)c2)nc(N(C)C)n1	3	0	8	1	1	9	4	8
CCC(CC)C(=O)c1c[nH]c(C(=O)NCCCn2ccnc2)c1	nt	-1	5	6	-2	nt	nt	-1
CC1(CCC(=O)N2CCCC(N3CCN(c4cccc(C(F)(F)F)c4)CC3)C2)CC1 (stereo not drawn)	-16	0	-3	0	-7	-3	nt	0
COc1ccc(C2=C(C)C(N3CCN(C(=O)c4ccco4)CC3)=NS2(=O)=O)cc1	12	-2	0	-6	-17	-1	-1	10
Cc1ccc(C(=O)COc2ccccc2-c2ccccc2)cc1C	-43	0	1	nt	nt	-18	nt	3
Cc1cccc(-c2ccc3[nH]c4c(c3c2)CCN2C[C@@H]([C@H](C)O)[C@@H](N(C)C(=O)NC3CCCCC3)C[C@@H]42)c1	-3	-1	-4	nt	-4	2	?	18
CCOc1cccc(-c2c(C(=O)N/N=C(\C)c3cccnc3)nnn2-c2nonc2N)c1	1	-2	4	-3	-5	-11	3	-10
C[C@@H]1CN([C@H](C)CO)C(=O)Cc2cc(NS(=O)(=O)c3ccccc3)ccc2O[C@H]1CN(C)Cc1ccc(C(=O)Nc2ccccc2N)cc1	1	nt	nt	nt	nt	7	2	22
O=C(C[C@@H]1CC[C@H]2[C@@H](COC[C@H](O)CN2Cc2cccc(C(F)(F)F)c2)O1)NCc1ccncc1	-11	41	-2	-6	20	0	-3	9
COc1ccc(Cl)cc1NS(=O)(=O)c1c(C)[nH]c(=O)[nH]c1=O	3	1	-4	6	87*	-3	8	-12
O=C(c1cnc2n(c1=O)CCS2)N(c1ccccc1)C1CCCCC1	nt	-1	3	4	18	nt	13	nt
O=C(CNC(=O)c1ccc(Br)cc1)OC1CCOC1=O (stereo not drawn)	-3	-1	0	nt	4	-6	nt	0
CC(=O)Nc1ccc(S(=O)(=O)Nc2ccc(Cl)nn2)cc1	2	nt	nt	-5	nt	10	nt	6
Cc1cc2nc(C3CCN(Cc4nnnn4Cc4ccccc4)CC3)[nH]c2cc1C	-10	1	1	4	-57	1	6	nt
CCCOc1ccc(OCCOCCN2CCc3ccccc3C2)cc1	nt	1	-5	5	12	nt	nt	nt
COc1ccc(C(c2nnnn2C2CCCC2)N2CCC(C)CC2)c(OC)c1 (stereo not drawn)	nt	-3	0	3	5	nt	-100	nt
COC(=O)c1c(C(=O)NCc2ccccc2)ncn1CC(O)COc1ccccc1 (stereo not drawn)	nt	1	-1	-1	nt	nt	0	nt
CN(C(=O)CSc1ncnc2scc(-c3ccccc3)c12)C1CCS(=O)(=O)C1 (stereo not drawn)	43	nt	nt	10	nt	-22	-1	6
C#CC[N+]1(CC#Cc2cccc3ccccc23)CCOCC1	-10	nt	nt	nt	nt	25	-15	7
CCCCC1CCC(C(=O)NCc2ccc3c(c2)OCO3)CC1 (stereo not drawn)	0	-4	-4	-1	49	0	6	nt
COc1ccc(CNc2nc(-c3ccccc3)nc3ccccc23)cc1OC	14	1	-3	5	0	17	0	11
CCn1c(SCC(=O)Nc2ccc(C)cc2)nc2nc3c(cc2c1=O)COC(C)(C)C3	-6	3	-1	7	-5	-23	-7	-18
O=C(CSc1ccc(Cl)cc1)N1CCN(c2ccc([N+](=O)[O-])cc2Cl)CC1	nt	-2	-4	nt	nt	nt	0	34
COc1cccc(S(=O)(=O)N[C@H]2CC[C@H](CCN)O[C@H]2CO)c1	-20	56	-7	0	-7	-5	1	17
Cc1ccc(S(=O)(=O)Nc2ccc3c(c2)C(=O)N([C@@H](C)CO)C[C@@H](C)[C@@H](CN(C)S(=O)(=O)c2ccc(F)cc2)O3)cc1	-27	nt	nt	nt	36	16	-12	nt
CCC(=O)N(C)C[C@@H]1Oc2cc(/C=C/c3ccccc3)ccc2S(=O)(=O)N([C@H](C)CO)C[C@@H]1C	-18	2	0	0	13	-9	2	nt
Cc1ccc(CN(C)C(=O)CN2C(=O)NC3(CCCC3)C2=O)o1	18	2	4	4	-7	-2	7	1
COC(=O)C1=C(C(=O)OC)[C@@H]2N(C)c3ccc(OC)cc3[C@@]23C[C@@H](C(=O)OC)N(C(=O)c2ccc(Br)cc2)C3=N1	-10	0	-3	6	-5	1	4	-2

A second format for 4 compounds above:
> CN(C(=O)CSc1ncnc2scc(-c3ccccc3)c12)C1CCS(=O)(=O)C1 (stereo not drawn)
  GSIS activator: 43
  Cneo AK release: nt
  PglD inh: nt
  ARNT-TACC3 inh: 10
  Statin myotox sup: nt
  LGR2 antag: -22
  PGC1a acetyl inh: -1
  PAX8 inh HTS: 6
> C#CC[N+]1(CC#Cc2cccc3ccccc23)CCOCC1
  GSIS activator: -10
  Cneo AK release: nt
  PglD inh: nt
  ARNT-TACC3 inh: nt
  Statin myotox sup: nt
  LGR2 antag: 25
  PGC1a acetyl inh: -15
  PAX8 inh HTS: 7
> CCCCC1CCC(C(=O)NCc2ccc3c(c2)OCO3)CC1 (stereo not drawn)
  GSIS activator: 0
  Cneo AK release: -4
  PglD inh: -4
  ARNT-TACC3 inh: -1
  Statin myotox sup: 49
  LGR2 antag: 0
  PGC1a acetyl inh: 6
  PAX8 inh HTS: nt
> COc1ccc(CNc2nc(-c3ccccc3)nc3ccccc23)cc1OC
  GSIS activator: 14
  Cneo AK release: 1
  PglD inh: -3
  ARNT-TACC3 inh: 5
  Statin myotox sup: 0
  LGR2 antag: 17
  PGC1a acetyl inh: 0
  PAX8 inh HTS: 11

Compound activity: PubChem, Broad Institute
